Source: PubChem BioAssay (National Center for Advancing Translational Sciences (NCATS))
L3MBTL1 block: L3MBTL1 (human) inhibition. AID 485360. 230,000 compounds, 0.66% hits. Potency, µM (doses to about 57.1 µM), for inactives: at the top dose activity, negative = inhibition, hits mostly inhibitors. Q9Y468. AlphaScreen L3MBTL1–H3K9me1 peptide binding; active = well fitted inhibition curve with a large enough effect; inconclusive = small, poorly fitted or top-dose-only effect; inactive = no such curve, though single readings can be large or run the other way; also: nearly all actives have a fitted effect of over 60% in size
Target sequence (Q9Y468 whole entry, looked up): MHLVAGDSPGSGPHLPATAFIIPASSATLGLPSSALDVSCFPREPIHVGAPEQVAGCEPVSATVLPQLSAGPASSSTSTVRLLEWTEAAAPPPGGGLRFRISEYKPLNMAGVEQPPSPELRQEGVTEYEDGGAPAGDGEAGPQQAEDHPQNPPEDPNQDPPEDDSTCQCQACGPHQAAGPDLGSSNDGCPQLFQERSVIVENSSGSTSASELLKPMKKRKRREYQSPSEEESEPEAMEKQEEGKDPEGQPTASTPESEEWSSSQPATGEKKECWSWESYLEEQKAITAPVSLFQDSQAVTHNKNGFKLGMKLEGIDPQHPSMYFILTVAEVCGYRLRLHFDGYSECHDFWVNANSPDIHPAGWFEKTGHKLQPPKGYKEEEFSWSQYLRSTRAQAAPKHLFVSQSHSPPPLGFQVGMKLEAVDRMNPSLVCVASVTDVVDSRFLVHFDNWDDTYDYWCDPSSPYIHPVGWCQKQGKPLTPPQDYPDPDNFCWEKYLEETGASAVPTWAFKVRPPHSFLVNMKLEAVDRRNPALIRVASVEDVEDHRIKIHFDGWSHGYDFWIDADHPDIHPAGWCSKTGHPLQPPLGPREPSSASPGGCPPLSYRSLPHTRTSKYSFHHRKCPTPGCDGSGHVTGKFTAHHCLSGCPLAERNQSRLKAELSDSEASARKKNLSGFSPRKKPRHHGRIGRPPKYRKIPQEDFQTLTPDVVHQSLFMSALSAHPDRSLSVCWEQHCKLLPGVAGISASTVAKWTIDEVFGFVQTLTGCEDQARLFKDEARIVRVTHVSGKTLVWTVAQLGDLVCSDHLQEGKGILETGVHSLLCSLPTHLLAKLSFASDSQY
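Displacement of a biotinylated histone H3(1-15) peptide monomethylated at Lys9 (75 nM) from L3MBTL1 (50 nM) was measured by AlphaScreen after a 30 min room-temperature compound incubation; cefsulodin titration served as intraplate control.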
Active calls of the source: *; ? = inconclusive; [ ] = another dose, or the depositor's remark. % is scaled to controls: 0 for no effect and ±100 for the full control effect; potency is read from the fitted curve at half-maximal effect. An excerpt. The share of hits here may be higher or lower than overall.

Sample of the layout (two entries):
L3MBTL1 block,structure
-7%,NC(=O)CC(NC(=O)Cc1ccc(Br)cc1)c1ccc(NCCN2CCOCC2)c([N+](=O)[O-])c1 (stereo not drawn)
6%,Cc1cccc(NC(=O)c2cccc(S(=O)(=O)N(C)c3ccccc3)c2)n1

All compounds of this part, from the first entry:
L3MBTL1 block,structure
-7%,NC(=O)CC(NC(=O)Cc1ccc(Br)cc1)c1ccc(NCCN2CCOCC2)c([N+](=O)[O-])c1 (stereo not drawn)
6%,Cc1cccc(NC(=O)c2cccc(S(=O)(=O)N(C)c3ccccc3)c2)n1
9%,COc1ccc(C2=NS(=O)(=O)N(C)C(C(=O)N3CCCCC3)=C2)cc1
3%,COc1ccccc1CNC(=O)CCC(=O)N1CCOc2ccc(C)cc21
-2%,O=C(OCC(=O)N1CCN(c2ccc(F)cc2)CC1)c1cnc2ccccc2n1
5%,CNC(=O)c1ccsc1NC(=O)CCS(=O)(=O)c1ccc(C)cc1
6%,COc1ccc(CC(=O)NCC2CCCN(Cc3ccc(F)cc3F)C2)cc1 (stereo not drawn)
-7%,Cc1ccccc1NC(=O)Cc1nc(COC(=O)c2ccc(S(C)(=O)=O)c([N+](=O)[O-])c2)cs1
-4%,CC1CCc2c(sc3nc(C(C)(C)C)nc(N4CCN(C(=O)CCl)CC4)c23)C1 (stereo not drawn)
10%,O=C(/C=C/Nc1ccccc1)c1ccc(Cl)cc1Cl
7%,O=C(N[C@@H](CO)C(=O)NCc1ccccc1)c1ccc(C(F)(F)F)cc1
7%,Cc1cccc(NC(=O)Nc2ccc(Cl)c(Cl)c2)n1
0%,O=C(c1ccc(F)cc1)N1CCC(C(=O)N2CCN(S(=O)(=O)c3cccc([N+](=O)[O-])c3)CC2)CC1
-7%,Cc1ccc2[nH]c3nc(N/N=C/c4cccc(O)c4)nnc3c2c1
-7%,CC1CCN(CC(=O)Nc2nc(-c3ccccc3)cs2)CC1
-3%,O=C(O)Cn1cc(CN2CCOCC2)c2ccccc21
-3%,CCCCN1C(=O)c2ccc(C(=O)N(C)CC(=O)Nc3ccc(OCC)c(OCC)c3)cc2C1=O
-2%,CC(=O)C(CC(=O)N1CCCC1)C(=O)Nc1ccc(Cl)cc1 (stereo not drawn)
10%,COc1ccc(NC(=O)CN(C)C(=O)Cn2cnc3c2c(=O)n(C)c(=O)n3C)cc1
-15%,Cc1ccc(NC(=O)CNC(=O)c2sc3ccccc3c2Cl)nc1
2%,Cc1cccc(N(Cc2ccccc2)C(=O)c2ccc(F)c(S(=O)(=O)N3CCOCC3)c2)c1
5%,COc1ccc(OC)c(S(=O)(=O)Nc2cc3c4c(c2)CCC(=O)N4CCC3)c1
7%,O=C(N[C@@H](Cc1ccccc1)C(=O)N1CCN(S(=O)(=O)c2ccc(F)cc2)CC1)c1ccco1
3%,CCN(c1ccccc1)S(=O)(=O)c1ccc(OC)c(NC(=O)c2ccc(=O)[nH]c2)c1
?,c1ccc(-[n+]2nc(Nc3cccc4ccccc34)sc2-c2c3ccccc3cc3ccccc23)cc1
-6%,CC(=O)c1ccc(OCCCC(=O)Nc2ccc3c(c2)OCCO3)cc1
-2%,CC(C)(C)C1CCCCC1NC(=O)c1ccncc1 (stereo not drawn)
6%[2.29 µM],COc1ccc2[nH]c(=O)c(CN(C(=O)C(C)C)c3ccccc3OC)cc2c1
51%[activator],CC1CCCC(C)N1C(=O)COC(=O)CN1C(=O)c2ccccc2C1=O (stereo not drawn)
5%,CCOc1ccc(C(=O)NCC(=O)NCC(c2ccccc2OC)N2CCCC2)cc1 (stereo not drawn)
4%,CC(NC(=O)C1CCCC1)c1ccc(Br)cc1 (stereo not drawn)
3%,CCCN(CC(=O)Nc1ccccc1C)C(=O)c1ccc(N2CCCC2=O)cc1
-1%,COc1ccc([C@H]2CC(=O)C=C(c3cccc4c3Oc3ccccc3S4)C2)cc1OC
2%,O=C(Nc1cccnc1Cl)c1ccc(Cl)cc1
11%,Cc1ccc(NC(=O)CSc2ncccn2)cc1S(=O)(=O)N1CCCCC1
1%,COc1cc2c(cc1OC)C(c1ccccc1C)CC(=O)N2 (stereo not drawn)
-30%,O=c1c2c(O)cc(O)cc2oc2c(O)ccc(O[C@H]3O[C@@H](CO)[C@H](O)[C@@H](O)[C@@H]3O)c12
-2%,O=C(COC(=O)c1ccccc1SCC(=O)N1CCCC1)Nc1ccccc1OC(F)F
0%,CCCCn1c(N)c(N(CCC(C)C)C(=O)c2cc(S(=O)(=O)N3CCOCC3)ccc2F)c(=O)[nH]c1=O
3%,Cc1ccc(C)c(S(=O)(=O)Nc2ccc(C(=O)N3CCC3)cc2)c1
2%,CN(CC(=O)Nc1cccc(F)c1)C(=O)c1cc(=O)[nH]c2ccccc12
32%[activator],O=C(Nc1cccc2cccnc12)c1ccc(Cl)cc1
-29%,O=C(c1ccc(N2CCCC2)c([N+](=O)[O-])c1)N1CCc2ccccc2C1
5%,Cc1ccc(F)cc1NC(=O)CSCc1nc2sc(C)c(C)c2c(=O)[nH]1
-9%,O=C(NC(=S)Nc1ccccc1CO)C1CCCCC1
2%,CCOc1ccc(N=Cc2ccc3ccccc3c2)cc1
-8%,O=C(Cc1ccccc1)N[C@@H]1c2ccccc2CC[C@@H]1OCc1ccccc1
1%[2.29 µM],CCn1c2ccccc2c2nnc(SCCN3CCOCC3)nc21
-4%,Cc1ccc(NC(=S)N2CCN(c3ccccn3)CC2)cc1C
-5%,CCN1C(=O)[C@H]2[C@@H](c3ccc(-c4ccc5c(c4)OCO5)c(OC)c3)N[C@@](CC(C)C)(C(=O)OC)[C@H]2C1=O
1%,Cc1noc(C)c1NC(=O)Nc1cccc2c1O[C@H](CN(C)C(=O)NC(C)C)[C@@H](C)CN([C@H](C)CO)C2=O
17%,Cc1cccc(OCCC(=O)OC(C)C(=O)Nc2ccc(Cl)cn2)c1 (stereo not drawn)
-5%,COc1ccc(C(=O)Nc2ccc3c(c2)OCCO3)cc1Br
-5%,Cc1ccc(OCC(O)CN2CCN(c3ccc(C)cc3)CC2)cc1 (stereo not drawn)
-3%,CCC1(c2ccccc2)NC(=O)N(CC(=O)NNC(=O)c2ccoc2C)C1=O (stereo not drawn)
-6%,N#Cc1cccnc1N1CCN(C(=O)c2cccc3c2C(=O)c2ccc(Cl)cc2S3(=O)=O)CC1
-8%,O=C(COc1ccccc1)NCC(c1ccco1)N1CCN(c2ccccc2)CC1 (stereo not drawn)
-2%,Cc1n[nH]c(C)c1CCCCOc1ccccc1[N+](=O)[O-]
8%,O=C(Cc1ccccc1F)Nc1ccc(S(=O)(=O)N2CCCC2)cc1
5%,COc1ccc(NC(=O)COC(=O)CCOc2ccccc2C)cc1Cl

Reprinted at random: 4 entries already listed.
L3MBTL1 block,structure
-5%,COc1ccc(C(=O)Nc2ccc3c(c2)OCCO3)cc1Br
-8%,O=C(COc1ccccc1)NCC(c1ccco1)N1CCN(c2ccccc2)CC1 (stereo not drawn)
-3%,CCC1(c2ccccc2)NC(=O)N(CC(=O)NNC(=O)c2ccoc2C)C1=O (stereo not drawn)
-2%,Cc1n[nH]c(C)c1CCCCOc1ccccc1[N+](=O)[O-]

(next part)
L3MBTL1 block,structure
3%,CCCc1ccc2oc(C(=O)N3CCC[C@H]3CO)c(C)c2c1
3%,CN(c1ccccc1)S(=O)(=O)c1cccc(NC(=O)Cc2ccc(Cl)cc2)c1
50%[activator],CCOc1ccc(OCCCC(=O)ON=C(N)c2ccccc2C)cc1
6%,CC(OC(=O)c1cc(S(=O)(=O)N2CCOCC2)ccc1Br)C(=O)N1CCOCC1 (stereo not drawn)
8%,COc1ccc(CC(=O)NCCS(=O)(=O)N2CCN(c3ccccc3)CC2)cc1
3%,Cc1nnc(SCC(=O)NCC2COc3ccccc3O2)s1 (stereo not drawn)
-12%,COc1ccccc1N1C(=O)S/C(=C\c2cccs2)C1=O
7%,COc1cc(C(C)=O)ccc1OCC(=O)NC(=O)Nc1ccc(C)cc1C
2%,C=CCn1c(=O)c(C(=O)NC2CC2)c(O)c2cc(OC)c(OC)cc21
6%,Cc1ccc(CC(=O)Nc2ccc(S(=O)(=O)Nc3nccc(C)n3)cc2)cc1
-5%[2.29 µM],Cc1ccc(S(=O)(=O)N2CCN(c3ccccc3)CC2)cc1
-15%,COc1ccc(Cl)cc1NC(=O)CN(C)C(=O)c1ccc(N2CCCCC2)c([N+](=O)[O-])c1

Six entries from above, as tab-separated lines:
SMILES	L3MBTL1 block
COc1ccc(NC(=O)COC(=O)CCOc2ccccc2C)cc1Cl	5%
Cc1ccc(C)c(S(=O)(=O)Nc2ccc(C(=O)N3CCC3)cc2)c1	3%
O=C(OCC(=O)N1CCN(c2ccc(F)cc2)CC1)c1cnc2ccccc2n1	-2%
CCCCN1C(=O)c2ccc(C(=O)N(C)CC(=O)Nc3ccc(OCC)c(OCC)c3)cc2C1=O	-3%
Cc1cccc(N(Cc2ccccc2)C(=O)c2ccc(F)c(S(=O)(=O)N3CCOCC3)c2)c1	2%
C=CCn1c(=O)c(C(=O)NC2CC2)c(O)c2cc(OC)c(OC)cc21	2%

Later entries:
L3MBTL1 block,structure
0%,C=CCSc1nsc(NC(=O)Nc2cccc(C(C)=O)c2)n1
6%,O=C(C[n+]1ccccc1)Nc1ccccc1C(F)(F)F
-1%,Cc1cccc(NS(=O)(=O)c2coc(C(N)=O)c2)c1C
5%,CC(=O)c1ccc(OCCCOc2cccc3cccnc23)cc1
-1%,CSCCC(NC(=O)COc1ccccc1)C(=O)OCc1ccc([N+](=O)[O-])cc1 (stereo not drawn)
5%,CC(C(=O)N(C)CC(=O)Nc1ccccc1C(F)(F)F)N1C(=O)c2ccccc2C1=O (stereo not drawn)
1%,COc1ccc(Br)cc1CN1CCSCC1
2%,Cc1ccc([C@H]2C(C(=O)O)=C[C@@H](C(C)(C)C)N2S(=O)(=O)c2ccc(C)cc2)cc1
7%,Cc1cc(NCCCOC(C)C)n2c(nc3ccccc32)c1C#N
1%,COc1cc(S(=O)(=O)N2CCN(C(=O)c3ccco3)CC2)ccc1Cl
-4%,CCCCCCSc1cccc(-c2nc3cc(C)ccn3c2NCc2ccccc2)c1
3%,CCOC(=O)C1CCN(C(=O)COC(=O)CNC(=O)c2ccc(C(C)(C)C)cc2)CC1
36%[activator],CC(=O)Nc1ccc(NCc2cccs2)cc1
0%,CC1CCC(NC(=O)c2cccc(S(=O)(=O)N3CCN(c4ccccc4)CC3)c2)CC1 (stereo not drawn)
4%,CCc1nnc(NS(=O)(=O)c2ccc(NC(=O)c3cc(Cl)ccc3[N+](=O)[O-])cc2)s1
41%[activator],COc1cc2cc(CCCOC(=O)c3ccc4c(c3)OCO4)oc(=O)c2cc1OC
-8%,N#Cc1ccccc1OCC(=O)NNC(=O)CNC(=O)c1ccc(Br)o1
-6%,Cc1cccc(Oc2ccc(S(=O)(=O)N3CCCCC3)cc2NC(=O)C2=COCCO2)c1
-3%,O=S(=O)(c1cccc(Br)c1)N1CCN(C(=S)NCC2CCCO2)CC1 (stereo not drawn)
-18%,NCCCn1c(C(=O)c2cc(Cl)c(N)c(Cl)c2)c2ccc(C(F)(F)F)cc2[n+]1[O-]
6%,CCC1CCCCN1C(=O)CN1C(=O)c2ccccc2S1(=O)=O (stereo not drawn)
4%,CCN(CC(=O)NCc1cccs1)C(=O)CCOc1ccccc1
-2%,C[C@H](CO)N1C[C@H](C)[C@@H](CN(C)Cc2ccncc2)Oc2c(NC(=O)Cc3ccccc3)cccc2C1=O
-10%,CC(=O)c1cccc(S(=O)(=O)N2CCC(C(=O)OC3CCOC3=O)CC2)c1 (stereo not drawn)
-8%,O=C(COC(=O)c1ccc2ncsc2c1)NCc1ccc(F)cc1
4%,Clc1cccc(Cl)c1CNCCCSc1ncccn1
-13%,CC(OC(=O)c1cc(Br)ccc1O)C(=O)Nc1ccc(S(=O)(=O)N2CCCC2)cc1 (stereo not drawn)
-9%,CN(C)c1cc(N/N=C/c2ccccc2C(F)(F)F)nc(N(C)C)n1
10%,COc1ccc(CCNC(=O)CSC2=NS(=O)(=O)c3ccccc3N2)cc1OC
-1%,Cc1ccccc1C(C)NS(=O)(=O)c1ccc2c(c1)OCCO2 (stereo not drawn)
-4%,O=C(Nc1cc(Cl)ccc1N1CCOCC1)c1ccc(N2CCCC2=O)cc1
2%,CCn1c(CNC(=O)C2CCCCC2)cc2ccccc21
-5%,Cc1nc(SCC(=O)NC2CCCCC2C)nc(C)c1C (stereo not drawn)
7%,CN(Cc1ccccc1)S(=O)(=O)c1ccc(Cl)c(C(=O)N2CCC(C(N)=O)CC2)c1
-8%,O=C(CN1CCCC1c1cccs1)N1CCN(S(=O)(=O)c2ccccc2)CC1 (stereo not drawn)
4%,O=C(Nc1ccc(NC(=O)c2ccccc2Br)cc1)c1ccccc1
-6%,Cc1oc(-c2ccc(-c3ccccc3)cc2)nc1CN(CCO)C(C)C
0%,O=C(NC1CCCN(CCc2ccccc2)C1)C1CCCC1 (stereo not drawn)
1%,CSc1ccccc1NC(=O)CN(C)C(=O)CNc1ccc(C(F)(F)F)cc1[N+](=O)[O-]
9%,CCN(C[C@H]1N[C@@](C)(C(=O)OC)[C@H]2C(=O)N(C)C(=O)[C@@H]12)C(=O)Nc1ccccc1
-8%,CC1CCCCC1NC(=O)CN1C(=O)NC(C)(c2cccc(Br)c2)C1=O (stereo not drawn)
3%,COc1ccc(CNC(=O)c2cccc3c2C(=O)N(CC2CCCO2)C3)cc1 (stereo not drawn)
-1%,CCC(C)N(C(=O)CSc1nnc(C)n1C)C1CCS(=O)(=O)C1 (stereo not drawn)
1%,CC1CN(S(=O)(=O)c2cc(C(=O)N3CCCCC3C)ccc2Cl)CC(C)O1 (stereo not drawn)
13%,CN(C(=O)c1ccc(F)cc1)c1ccc(OCC(=O)Nc2ccccc2C(=O)O)cc1
